HT1080 IDH1KD tx – HT-1080 IDH1 knockdown cell toxicity (counter line); 360,000 tested, 2% active; Potency, µM (doses to about 46.1 µM), for inactives: at the top dose activity, negative = toxicity, most hits filed as cytotoxic; HT-1080 IDH1 knockdown viability, ATP luminescence, 48 h;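 note: potency is the fitted concentration of half-maximal effect; 0% = DMSO wells and -100% = cell-free medium wells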
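Cytotoxicity counter-line: IDH1KD HT-1080, 48 h, CellTiter-Glo. Curves classed by r2, magnitude and activity.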
KB-3-1 cytotox – KB-3-1 parental cell cytotoxicity | KB-3-1 viability, CellTiter-Glo ATP luminescence, 72 h | Potency, µM (series often up to 46.1 µM), without a hit: at the top dose activity change, negative = cytotoxic, most hits filed as cytotoxic | 400,000 tested, 1.4% active | AID 1347075; note: potency is the fitted concentration of half-maximal effect; % is set by controls: 0 for no effect and ±100 for the full control effect; nearly all actives have a fitted effect of over 60% in size
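Using CellTiter-Glo luminescence, growth of non-resistant KB-3-1 adenocarcinoma cells is assessed 72 h after pin-tool compound addition at 37 °C. Normalized responses across the concentration series yield fitted curves.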
MCF10A rereplic – DNA re-replication induction in MCF 10a cells; MCF 10A DNA re-replication, Hoechst nuclear intensity, 48 h; Potency, µM (series often up to 46.1 µM), for inactives: at the top dose activity, positive = re-replication, most hits filed as activators; 350,000 tested, 2.9% active; AID 624296; note: potency is the fitted concentration of half-maximal effect; % of control where 0% means no effect; nearly all actives have a fitted effect of over 50% in size
KB-V1 cytotox – KB-V1 MDR subline cytotoxicity; KB-V1 MDR cells viability, CellTiter-Glo, 72 h; Potency, µM (titrated, usually from 46.1 µM), inactives show top-dose activity change, negative = cytotoxicity, usual class: cytotoxic; 400,000 tested, 3.4% active; AID 1347076; note: potency is the fitted concentration of half-maximal effect; % is set by controls: 0 for no effect and ±100 for the full control effect; nearly all actives have a fitted effect of over 60% in size
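KB-V1, DMEM (no phenol red) + 10% FBS; cpd pin-transferred, titration series; 72 h, 37 degrees C; CellTiter-Glo, luminescence. Data normalized, curve-fit.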
SW480 rereplic – induces DNA re-replication in SW480 colon adenocarcinoma cells; SW480 DNA re-replication, Hoechst DNA content imaging, 48 h; Potency, µM (highest dose often 46.1 µM), inactives show at the highest dose re-replication activation, actives largely listed as activators; 340,000 tested, 1.8% active; note: potency is the fitted concentration of half-maximal effect; % of control where 0% means no effect; nearly all actives have a fitted effect of over 55% in size
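Hoechst fluorescence of nuclei (405 nm excitation, 500-530 nm emission) measured by plate-scanning imager after 48 hr compound exposure at 37 C; re-replication scored as increased number of nuclei with elevated intensity.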
DRD3 agonist – agonists of human D3 dopamine receptor; D3R DiscoveRx beta-arrestin cells, luminescence, 90 min; 410,000 tested, 0.58% active; max activation, %; P35462; in the data active = max activation above about 30%; note: 0% is about no effect; mostly tested at two doses, the higher about 12 µM
Target sequence (P35462 whole entry, looked up): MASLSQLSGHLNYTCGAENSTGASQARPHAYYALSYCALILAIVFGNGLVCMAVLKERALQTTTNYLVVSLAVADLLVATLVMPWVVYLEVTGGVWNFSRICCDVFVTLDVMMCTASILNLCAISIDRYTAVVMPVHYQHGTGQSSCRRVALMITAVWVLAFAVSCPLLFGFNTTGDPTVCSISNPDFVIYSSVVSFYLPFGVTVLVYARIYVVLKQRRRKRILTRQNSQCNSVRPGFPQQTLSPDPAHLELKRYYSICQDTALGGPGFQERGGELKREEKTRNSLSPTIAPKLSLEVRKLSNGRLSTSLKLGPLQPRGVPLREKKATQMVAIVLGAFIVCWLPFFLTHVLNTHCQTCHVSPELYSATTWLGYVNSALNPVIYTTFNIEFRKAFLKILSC
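Cells at 1500/well, incubated overnight, then treated with pinned compounds (dopamine as control) for 90 min at 37 degrees C. DiscoveRx reagent added for 30 - 60 minutes at room temperature; luminescence read.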
HT1080-NT tox – kills 2HG-producing HT-1080-NT fibrosarcoma cells | Potency, µM (doses to about 46.1 µM), inactives show at the top dose activity, negative = less viability, actives largely listed as cytotoxic | AID 686970 | HT-1080-NT fibrosarcoma viability, CellTiter-Glo ATP luminescence, 48 h | 360,000 tested, 1.6% active;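 note: NT is the 2HG producing partner of a matched IDH1 knockdown line; potency is the fitted concentration of half-maximal effect; 0% = DMSO-treated cells and -100% = media-only wells without cells; nearly all actives have a fitted effect of over 55% in size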
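Compounds were tested in concentration-response format on HT-1080-NT cells for 48 hours at 37 degrees C. Cell viability came from CellTiter-Glo luminescence; curves were classified by r2, response magnitude and activity.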
HEK293 tox – cytotoxic in the GLP-1 receptor inverse agonist counter-screen | HEK293 cAMP-luciferase reporter cells, luminescence, 24 h | Potency, µM (series often up to 38.3 µM), for inactives: top-dose activity change, negative = inhibition, actives largely listed as inhibitors | 410,000 tested, 0.13% active | AID 624418;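 note: loss of luciferase light is scored as toxicity; potency is the fitted concentration of half-maximal effect; % is set by controls: 0 for no effect and ±100 for the full control effect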
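MLSMR compounds, 24 hr on cells at 37 deg C/5% CO2; luminescence after luciferase reagent (12 min RT). Inhibition counted as the undesired cytotoxic outcome.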
IL-1B inflam inh – blocks inflammasome-driven IL-1 beta release; THP-1 LPS/ATP IL-1B secretion, AlphaLISA, 16 h; hits give low values; activity change, % at 57.5 µM; 360,000 tested, 4.7% active; AID 743279; in the data active = activity change below about -50%; inconclusive = mostly about -30% to -49%; note: % is set by controls: 0 for no effect and ±100 for the full control effect
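Secreted IL-1B measured by AlphaLISA bead assay after 16 h compound exposure of THP-1 cells; compounds (final up to 57.5 uM) added 1 h before LPS (250 ng/mL) and ATP (1.25 mM) stimulation; lower signal means less secretion.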
* = called active by the depositor; ? = inconclusive; nt = no result given; [ ] = another dose, or the depositor's remark. Unless noted, calls come from the whole dose curve; as a rule, active = well fitted curve in the direction sought with a large enough effect; inconclusive = small, poorly fitted or top-dose-only effect, or another doubt; inactive = no such curve, though single readings can be large; an effect the other way counts as inactive or inconclusive.

compound	KB-3-1 cytotox	IL-1B inflam inh	HT1080-NT tox	HEK293 tox	HT1080 IDH1KD tx	KB-V1 cytotox	MCF10A rereplic	DRD3 agonist	SW480 rereplic
CCC(=O)Nc1ccccc1-c1nc2ccccc2n(C(CC)C(=O)Nc2cccc(Cl)c2)c1=O (stereo not given)	-22%	nt	nt	-29%	nt	?	nt	5	nt
COc1cc(C(=O)NC2CCCCCCC2)cc(OC)c1OC	6%	41	19%	-10%	7%	?	-1%	-1	-72%[inhibitor]
CCCCCCCCc1nnc(N)s1	7%	6	1%	3%	4%	15%	2%	2	5%
N/C(=N\OC(=O)CCCOc1ccccc1)c1ccccn1	22%	1	-5%	7%	-5%	0%	5%	-5	-1%
COC(=O)c1ccccc1NC(=O)CSc1nnc(-c2ccoc2C)n1C	-2%	7	26%	-21%	15%	?	-2%	-16	7%
CCc1cc(C(=O)N2CCCC(N3CCN(c4cccc(C(F)(F)F)c4)CC3)C2)n(C)n1 (stereo not given)	?	-13	-9%	-15%	-10%	?	?	-4	-26%
CS(=O)(=O)N(CC(=O)NCc1ccc2c(c1)OCO2)c1ccccc1	1%	-1	3%	-6%	0%	19%	-3%	0	3%
O=C(Nc1ccc(C(=O)O)cc1)/C(=C\c1ccc(F)cc1)NC(=O)c1ccco1	-1%	0	-1%	3%	-2%	1%	-2%	-1	17%
Cc1cccc(OCCn2c(=O)n(C)c3ccccc32)c1	-30%	-19	-3%	-3%	-4%	0%	-2%	-11	-3%
CCN(CC)CCOC(=O)C12CC3CC(CC(C3)C1)C2	-7%	3	-6%	-12%	-2%	-2%	19%	-22	2%
CCN(C(=O)COC(=O)/C=C/c1ccc(O)c(OC)c1)C1CCS(=O)(=O)C1 (stereo not given)	0%	1	1%	0%	3%	5%	4%	2	-4%
CCN(C(=O)c1cccc(Br)c1)C1CCS(=O)(=O)C1 (stereo not given)	0%	15	3%	6%	-2%	-16%	-16%	12	-718%[inhibitor]
O=C(Cn1cc(C(F)(F)F)ccc1=O)OCC(=O)c1ccc[nH]1	1%	4	-6%	4%	3%	-11%	6%	-1	0%
Cc1ccc(S(=O)(=O)n2nc(OC(=O)c3c(-c4ccccc4Cl)noc3C)cc2N)cc1	?	43	-7%	-20%	?	-2%	?	5	0%
CCNCCNc1ccc(Cl)cc1[N+](=O)[O-]	2%	?	-14%	-14%	-8%	-28%	-2%	-11	-22%
Cc1ccc(-c2nc3ncccc3o2)cc1NC(=O)c1sc2ccccc2c1Cl	-15%	-7	-1%	24%	3%	-20%	?	-19	10%
CCc1nnc(N2C(=O)c3ccccc3C2(O)c2ccccc2)s1 (stereo not given)	2%	-18	-14%	5%	1%	-18%	7%	-8	?
CCCCc1ccc(NC(=O)OC)cc1	24%	-13	9%	-12%	8%	25%	-3%	4	-1%
Cc1cc(=O)oc2c3c(cc(OCC(=O)NCc4ccncc4)c12)OC(C)(C)CC3	-11%	-7	-1%	-14%	-15%	-14%	0%	0	-6%
O=C(CCS(=O)(=O)c1ccc(F)cc1)N1CCOCC1	4%	24	-2%	-12%	10%	0%	0%	0	-2%
NC(=O)C1CCN(CC(=O)Nc2nc(-c3ccccc3)cs2)CC1	-2%	5	10%	3%	0%	-6%	-1%	1	3%
CC(=O)N1CCc2cc(S(=O)(=O)NC(Cc3ccccc3)C(=O)Nc3ccc(C)cc3C)ccc21 (stereo not given)	1%	nt	nt	-7%	nt	0%	nt	4	nt
CCc1[nH]nc(C(=O)NC2CCCc3c2cnn3-c2cc(C)cc(C)c2)c1C (stereo not given)	nt	-2	?	-29%	-22%	nt	-18%	12	?
COC(=O)CCc1sc(NC2CCCCC2)nc1-c1ccc(OC)cc1	-3%	18	-10%	-13%	-3%	-33%	-13%	-10	14%
CCC(=O)N1c2ccccc2CC1C(=O)NCc1cc(Br)ccc1OC (stereo not given)	2%	nt	nt	0%	nt	8%	nt	-18	nt
c1ccc(N2CCN(c3nc4ccccc4n4nnnc34)CC2)cc1	2%	15	-1%	16%	3%	-5%	18%	2	-1%

Source: PubChem BioAssay (National Center for Advancing Translational Sciences (NCATS))
